Screening results (PubChem)
GLP1R inv ag – GLP-1 receptor (human) inverse agonism; Potency, µM (titrated, usually from 38.3 µM), for inactives: top-dose activity change, negative = inhibition, most hits filed as inhibitors; actives 1.6% (n = 410,000); HEK293 GLP-1R CRE-luciferase, luminescence, 24 h; GLP-1R form is constitutively active; P43220; AID 624417; further: potency means the concentration at half of the fitted maximal effect; on the % scale 0 is the no-effect control and ±100 the full control effect; nearly all actives have a fitted effect of over 55% in size
Target sequence (P43220 whole entry, looked up): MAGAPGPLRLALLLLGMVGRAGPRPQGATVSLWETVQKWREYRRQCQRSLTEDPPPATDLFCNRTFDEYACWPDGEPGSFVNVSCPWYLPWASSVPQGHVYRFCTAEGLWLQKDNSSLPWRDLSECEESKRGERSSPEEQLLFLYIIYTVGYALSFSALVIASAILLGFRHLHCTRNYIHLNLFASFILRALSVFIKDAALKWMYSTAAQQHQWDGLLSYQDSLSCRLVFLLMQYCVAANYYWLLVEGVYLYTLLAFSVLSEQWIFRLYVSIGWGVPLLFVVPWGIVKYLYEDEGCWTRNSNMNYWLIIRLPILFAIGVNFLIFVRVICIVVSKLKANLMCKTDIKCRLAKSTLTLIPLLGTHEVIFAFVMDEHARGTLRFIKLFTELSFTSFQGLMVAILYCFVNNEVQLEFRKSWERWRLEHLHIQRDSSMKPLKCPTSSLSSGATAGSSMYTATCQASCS
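Readout was luciferase luminescence, measured 12 min after detection reagent at room temperature. Beforehand, GLP-1R reporter HEK293 cells had sat 12 h, then received compounds for 24 hr at 37 deg C.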
FUS suppressor – rescues growth of FUS-expressing yeast; S. cerevisiae FUS-expressing, growth rescue, OD600, 24 h; Potency, µM (top dose mostly 76.6 µM), without a hit: at the highest dose growth rescue (activation), most hits filed as activators; actives 0.24% (n = 390,000);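 further: potency means the concentration at half of the fitted maximal effect; plate controls were DMSO vehicle for no effect and reference control for full effect; nearly all actives have a fitted effect of over 55% in size; some results filed as inactive show a strong effect at the top dose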
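FUS-expressing yeast, raffinose-pregrown, induced in 2% galactose minimal medium at OD 0.005; compounds in a dilution series, 24hr at 30C. Growth restoration read as absorbance at 600 nm. CP55940 positive control, DMSO negative.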
aSyn yeast inh – alpha-synuclein toxicity inhibition in yeast; Yeast expressing alpha-synuclein, growth rescue, BacTiter-Glo, 24 h; Potency, µM (doses to about 46.1 µM), for the others: at the top dose growth rescue (activation), hits mostly activators; actives 0.14% (n = 370,000); further: potency means the concentration at half of the fitted maximal effect; % of control where 0% means no effect; nearly all actives have a fitted effect of over 65% in size
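Screening used galactose-induced yeast with toxic alpha-synuclein levels, exposed to compound for 24 hr at 30 deg C. Cell growth, read with BacTiter-Glo luminescence, gave the measured signal.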
GLP1R cytotox – cytotoxicity in counter-screen for GLP-1R inverse agonists. HEK293 cAMP-luciferase reporter cells, luminescence, 24 h. Potency, µM (top dose mostly 38.3 µM), for the others: at the highest dose activity change, negative = inhibition, hits mostly inhibitors. actives 0.13% (n = 410,000). AID 624418;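 further: loss of luciferase light is scored as toxicity; potency means the concentration at half of the fitted maximal effect; on the % scale 0 is the no-effect control and ±100 the full control effect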
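Step one: seed cells (200 cells/uL, DMEM with 10% Nu serum, 1% pen-strep). Step two: 12-hour incubation at 37 deg C. Step three: pin 23 nL compound, incubate 24 hr. Step four: add luciferase reagent, read luminescence 12 min later.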
TDP-43 yeast inh – inhibitors of TDP-43 toxicity in yeast; AID 652104; actives 1.8% (n = 410,000); TDP-43 expressing yeast growth rescue, BacTiter-Glo, 24 h; Potency, µM (top dose mostly 46.1 µM), without a hit: at the top dose growth rescue (activation), most hits filed as activators; further: potency means the concentration at half of the fitted maximal effect; % of control where 0% means no effect; nearly all actives have a fitted effect of over 50% in size
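Galactose-induced TDP-43 yeast, OD600=0.02, compound pinned; 24 hr, 30 deg C; BacTiter-Glo luminescence for growth. Inhibitors of TDP-43 toxicity read as activators.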
MmCpn inh – M. maripaludis TRiC chaperonin inhibition | AID 504842 | Potency, µM (doses to about 76.9 µM), without a hit: top-dose activity, negative = inhibition, usual class: inhibitors | purified Mm-Cpn ATPase, ADP Transcreener TR-FRET | actives 0.031% (n = 330,000); further: potency means the concentration at half of the fitted maximal effect; on the % scale 0 is the no-effect control and ±100 the full control effect; nearly all actives have a fitted effect of over 80% in size
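TR-FRET (320 nm excitation; 590 and 665 nm emission) reports ADP made from 10 uM ATP by 25 nM enzyme; compounds were preincubated 10 min, reaction run 30 min, both at 37°C.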
Akt phos inh – Akt phosphorylation inhibition | actives 0.32% (n = 360,000) | Neuro2A IGF-stimulated pAkt S473 HTRF, 20 min; stronger effect = lower value | activity change, % for hits at 50 µM; in the data active means activity change below about -80%; inconclusive means mostly about -51% to -80%; further: on the % scale 0 is the no-effect control and ±100 the full control effect
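Single-point screen (50 µM final compound) in Neuro2A cells stimulated 20 min with 6 nM IGF at 37 deg C. After lysis, Ser473-phosphorylated Akt read by HTRF (ex 330 nm, em 615/665 nm) as the 665/615 ratio.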
PTHR1 ag – activates the human parathyroid hormone receptor PTHR1. HEK293 GP2 PTHR1 cells, GloSensor cAMP luminescence, 1 h. Potency, µM (highest dose often 115 µM), for the others: top-dose activation, usual class: activators. actives 0.075% (n = 410,000); further: potency means the concentration at half of the fitted maximal effect; nearly all actives have a fitted effect of over 55% in size; some results filed as inactive show a strong effect at the top dose; inactives centre near -15; many of its hits are not listed in these tables
Target sequence (Q03431 whole entry, looked up): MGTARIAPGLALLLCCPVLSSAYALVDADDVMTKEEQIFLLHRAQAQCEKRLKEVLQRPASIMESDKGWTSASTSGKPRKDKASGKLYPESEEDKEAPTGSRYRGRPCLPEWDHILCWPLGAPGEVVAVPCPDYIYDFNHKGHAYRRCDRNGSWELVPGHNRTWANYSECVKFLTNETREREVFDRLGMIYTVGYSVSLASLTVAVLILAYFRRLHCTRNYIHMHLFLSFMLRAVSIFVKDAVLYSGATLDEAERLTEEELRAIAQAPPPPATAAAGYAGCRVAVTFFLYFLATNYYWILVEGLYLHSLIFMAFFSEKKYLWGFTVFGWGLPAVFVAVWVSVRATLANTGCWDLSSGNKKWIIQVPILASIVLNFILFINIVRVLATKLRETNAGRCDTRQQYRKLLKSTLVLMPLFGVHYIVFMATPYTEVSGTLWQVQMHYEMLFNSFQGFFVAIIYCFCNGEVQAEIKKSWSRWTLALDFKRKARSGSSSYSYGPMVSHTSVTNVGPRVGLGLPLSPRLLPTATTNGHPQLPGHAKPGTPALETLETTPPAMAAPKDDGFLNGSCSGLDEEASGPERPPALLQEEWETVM
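HEK-293-derived GP2 cells expressing PTHR1 and a GloSensor cAMP reporter, 3,000/well, plated overnight, given luciferin plus IBMX (each 0.5 mM as added) for 1 h at 37 °C, then compound for 1 h at 37 °C. Luminescence was read after 15 min at room temperature.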
Abeta yeast res – restores growth of yeast expressing A-beta42 peptide; yeast expressing A-beta42, growth rescue, OD600, 48 h; response scale: 0% DMSO, 100% iron-clioquinol control; actives 0.063% (n = 410,000); Potency, µM (doses to about 46.1 µM), inactives show top-dose growth rescue, usual class: activators; further: potency means the concentration at half of the fitted maximal effect; nearly all actives have a fitted effect of over 55% in size
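Growth rescue measured by 600 nm absorbance after 48 h yeast culture at 30 C with compound. Values normalized between DMSO and an equimolar ferric chloride plus clioquinol control.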
Numbers without * were called inactive; i = inactive; ? = inconclusive; . = not tested or not shown; [ ] = remark or other dose. Unless noted, the call rests on the fitted dose curve; in most records, active means well fitted curve in the direction sought with a large enough effect; inconclusive means small, poorly fitted or top-dose-only effect, or another doubt; inactive means no such curve, though single readings can be large; an effect the other way counts as inactive or inconclusive. This is a subset; the hit share may differ from the screen's.

1: CC(C)(C)c1cc2nc(NCc3cccc(Cl)c3)ccn2n1
2: O=C1NC(=S)N/C1=C\C=C\c1ccccc1
3: CC(=O)NCCNC(=O)c1ccc2c(=O)n(CCc3ccccc3)c(=O)[nH]c2c1
4: Cc1noc(C)c1COC(=O)c1cc2c(C)nn(-c3ccc(F)cc3)c2s1
5: Cc1ccc2nc(SCC(=O)NC3CCCC3)nc(=O)n2c1
6: O=C(COc1ccc(Cl)cc1Br)NNC(=O)C(=O)N1CCCCC1

Compound	1	2	3	4	5	6
GLP1R inv ag	?	14%	1%	5%	28%	-8%
FUS suppressor	14%	-7%	-37%	1%	-7%	.
aSyn yeast inh	?	-1%	.	3%	-5%	5%
GLP1R cytotox	-14%	-25%	-3%	-9%	-2%	-4%
TDP-43 yeast inh	25µM*	12%	12%	-5%	9%	12%
MmCpn inh	.	1%	.	-5%	-4%	-2%
Akt phos inh	i	i	.	i	i	i
PTHR1 ag	-18%	i	-55%[inhibitor]	i	-9%	i
Abeta yeast res	?	-8%	-8%	4%	5%	0%

7: N#CCCN(NC1=NS(=O)(=O)c2ccccc21)C(=O)c1ccccc1Br
8: COc1ccc(C(=O)NC(=S)N(C)Cc2ccccc2)cc1Br
9: CC(C)C(NC(=S)NCc1ccccc1)C(=O)O (configuration not stated)
10: Cc1[nH]c2ccc(F)cc2c1CCNC(=O)C1CCCCC1C(=O)OCC(F)(F)F (configuration not stated)
11: CCN(CC)CCCC(C)Nc1nccc2cccc(Cl)c12 (configuration not stated)
12: CC1C2CC(CC1(C)C)N(C(=O)Nc1ccc3nccnc3c1)C2 (configuration not stated)

Compound	7	8	9	10	11	12
GLP1R inv ag	-3%	1%	-23%	?	?	-5%
FUS suppressor	31%	-18%	-1%	25%	-13%	.
aSyn yeast inh	-1%	0%	8%	15%	2%	-3%
GLP1R cytotox	-3%	-1%	0%	12%	?	1%
TDP-43 yeast inh	-19%	4%	22%	14%	-13%	-6%
MmCpn inh	1%	1%	0%	-1%	.	-3%
Akt phos inh	i	i	i	i	i	i
PTHR1 ag	-16%	i	-43%[inhibitor]	i	i	i
Abeta yeast res	-5%	2%	29%	8%	10%	-12%

13: Cc1ccc(NC(=O)CN2C(=O)NC3(CCCc4ccccc43)C2=O)cc1S(=O)(=O)N1CCOCC1 (configuration not stated)
14: COc1cc(/C=C/C(=O)OCC(=O)NCCC2=CCCCC2)ccc1O
15: CN1C(=O)C(CC(=O)Nc2ccc(F)cc2)N(Cc2cccs2)C1=S (configuration not stated)
16: O=C(Nc1ccc([N+](=O)[O-])cc1)c1ccc(S(=O)(=O)N2CCCC2)cc1
17: COc1ccc(C(=O)CSc2nnc(CNc3nc(-c4ccccc4)cs3)n2C)cc1
18: S=C1NC[C@H](CC2CCCCC2)N1CCc1cccc2ccccc12

Compound	13	14	15	16	17	18
GLP1R inv ag	70%[activator]	17%	?	17%	?	7.9µM*
FUS suppressor	17%	13%	8%	3%	1%	28%
aSyn yeast inh	-1%	-3%	-4%	-3%	12%	28%
GLP1R cytotox	16%	-2%	-24%	10%	-20%	-10%
TDP-43 yeast inh	-22%	0%	-12%	-13%	29%	15%
MmCpn inh	-1%	0%	7%	-7%	-9%	-1%
Akt phos inh	i	i	i	i	i	i
PTHR1 ag	-18%	-2%	-2%	-21%	-26%	i
Abeta yeast res	-15%	8%	11%	-3%	-1%	?

Records above shown as hits in GLP1R inv ag:
| nr | Compound | GLP1R inv ag | FUS suppressor | MmCpn inh | Akt phos inh | PTHR1 ag |
| --- | --- | --- | --- | --- | --- | --- |
| 18 | S=C1NC[C@H](CC2CCCCC2)N1CCc1cccc2ccccc12 | 7.9µM* | 28% | -1% | i | i |

(continued)
19: O=C(NCCC1=CCCCC1)N[C@@H](Cc1ccccc1)C(=O)O
20: CN=C1C([N+](=O)[O-])=CC=C2C1=NC1(CCCCC1)N2O
21: N#Cc1cc2c(nc1SCC(=O)Nc1nccs1)CCCCC2
22: CC1CCCCN1C(=O)CCNS(=O)(=O)c1ccc2c(c1)c(=O)n(C)c(=O)n2C (configuration not stated)
23: CCC1CC2(C)NC(=O)c3c(sc4c3CC(C)(C)OC4)N2C1=O (configuration not stated)
24: Cc1ccc(C(=O)OCC(=O)N2CCCCCC2)cc1S(=O)(=O)N1CCOCC1

Compound	19	20	21	22	23	24
GLP1R inv ag	1%	28%	?	16%	5%	8%
FUS suppressor	19%	.	26%	-2%	20%	.
aSyn yeast inh	7%	-5%	-4%	1%	-11%	-5%
GLP1R cytotox	-10%	?	438%[activator]	-9%	-8%	7%
TDP-43 yeast inh	19%	-20%	-4%	-4%	22%	-22%
MmCpn inh	1%	0%	0%	-2%	-3%	2%
Akt phos inh	i	i	i	i	i	i
PTHR1 ag	i	-5%	-32%[inhibitor]	i	-29%	-7%
Abeta yeast res	20%	-15%	-29%	-3%	6%	0%

25: CC1(C(=O)NCc2cccc3ccccc23)CCN1CCc1ccccc1 (configuration not stated)
26: CN(c1ccc(C(=O)NCc2ccc3c(c2)OCO3)cc1)S(C)(=O)=O
27: CNC(=O)Nc1ccccc1C(=O)Nc1ccccc1
28: CCCCn1nnnc1SCC(=O)Nc1ccc(N(C)C)cc1
29: CC(C)c1ccc(NC(=O)c2ccccc2NC(=O)C2CCCCC2C(=O)O)cc1 (configuration not stated)
30: CCN(CC)S(=O)(=O)c1cc(C(=O)O)c(Cl)cc1Cl

Compound	25	26	27	28	29	30
GLP1R inv ag	?	0%	23%	?	-9%	2%
FUS suppressor	12%	14%	41%	13%	17%	-3%
aSyn yeast inh	2%	7%	-4%	1%	-5%	-15%
GLP1R cytotox	4%	-31%	-8%	6%	0%	-17%
TDP-43 yeast inh	18%	-11%	-33%[inhibitor]	2%	24%	-2%
MmCpn inh	.	1%	0%	1%	0%	0%
Akt phos inh	i	i	i	i	i	i
PTHR1 ag	i	7%[57.5 µM]	i	i	-5%	i
Abeta yeast res	10%	?	4%	7%	10%	4%

31: Clc1ccc(Cc2ccccn2)cc1
32: Oc1ccccc1C1CC(c2cccs2)=NC(c2ccc(Cl)cc2)N1 (configuration not stated)
33: CSc1ccccc1NC(=O)COc1ccccc1C
34: CC(C)Nc1nc(Nc2ccc(F)cc2)c2sccc2n1
35: COc1ccc(C(=O)c2sc(Nc3ccccc3)c(C(=O)Nc3ccc(OC)c(OC)c3)c2N)cc1
36: CC1(C)CC(=O)c2cnc(NC(=O)CSc3nc4ccccc4o3)nc2C1

Compound	31	32	33	34	35	36
GLP1R inv ag	11%	?	?	?	?	3%
FUS suppressor	-6%	-13%	-12%	-11%	?	-22%
aSyn yeast inh	11%	-12%	10%	?	21%	4%
GLP1R cytotox	-8%	0%	5%	5%	-11%	-14%
TDP-43 yeast inh	0%	4%	?	16%	-1%	10%
MmCpn inh	-4%	-7%	0%	.	-4%	-1%
Akt phos inh	i	i	i	.	i	i
PTHR1 ag	i	-84%[inhibitor]	-24%	?	-12%	i
Abeta yeast res	-9%	-28%	12%	-16%	4%	2%

In the list so far, 2 have a nitro group on carbon:
16: O=C(Nc1ccc([N+](=O)[O-])cc1)c1ccc(S(=O)(=O)N2CCCC2)cc1
20: CN=C1C([N+](=O)[O-])=CC=C2C1=NC1(CCCCC1)N2O

Compound	16	20
GLP1R inv ag	17%	28%
FUS suppressor	3%	.
aSyn yeast inh	-3%	-5%
GLP1R cytotox	10%	?
TDP-43 yeast inh	-13%	-20%
MmCpn inh	-7%	0%
Akt phos inh	i	i
PTHR1 ag	-21%	-5%
Abeta yeast res	-3%	-15%

(listing goes on)
37: Cc1nn(C)c(C)c1CN(C)C(=O)c1cc2n(n1)C(C(F)(F)F)CC(c1cccs1)N2 (configuration not stated)
38: CC(C1CC2CCC1C2)N1CC(O)=C(c2nc3ccccc3[nH]2)C1=N (configuration not stated)
39: O=S(=O)(c1ccccc1)N1CCN(C(c2ccccc2)c2ccc(OC(F)(F)F)cc2)CC1 (configuration not stated)
40: COc1ccccc1CNC(=O)c1cc(S(=O)(=O)N2CCN(c3ccccc3)CC2)ccc1Cl
41: CSc1nnc2c(n1)OC(c1ccccn1)N(C(C)=O)c1ccccc1-2 (configuration not stated)
42: CCc1ccc(NC(=O)Cn2c(SC)nc3ccccc32)cc1
43: CN(C)c1cccc(NC(=O)C2(C)CC2(Cl)Cl)c1 (configuration not stated)

Compound	37	38	39	40	41	42	43
GLP1R inv ag	17%	?	10µM*	?	3%	?	-13%
FUS suppressor	35%	20%	-17%	.	0%	12%	5%
aSyn yeast inh	5%	6%	0%	18%	2%	8%	-7%
GLP1R cytotox	-6%	-12%	4%	-9%	-4%	-4%	-7%
TDP-43 yeast inh	5%	-3%	22%	-3%	-27%	10%	-13%
MmCpn inh	1%	-2%	?	.	-5%	1%	-1%
Akt phos inh	i	i	i	i	i	i	i
PTHR1 ag	-12%[57.5 µM]	-8%	-36%	i	-20%	-7%[57.5 µM]	i
Abeta yeast res	11%	-1%	5%	-10%	-12%	0%	3%

Among those listed so far, 2 contain a cyano group.
7: N#CCCN(NC1=NS(=O)(=O)c2ccccc21)C(=O)c1ccccc1Br
21: N#Cc1cc2c(nc1SCC(=O)Nc1nccs1)CCCCC2

Compound	7	21
GLP1R inv ag	-3%	?
FUS suppressor	31%	26%
aSyn yeast inh	-1%	-4%
GLP1R cytotox	-3%	438%[activator]
TDP-43 yeast inh	-19%	-4%
MmCpn inh	1%	0%
Akt phos inh	i	i
PTHR1 ag	-16%	-32%[inhibitor]
Abeta yeast res	-5%	-29%
